m5-HT2A agonist: activates the mouse 5-HT2A serotonin receptor | CHO-K1 mHTR2A beta-arrestin complementation, luminescence; percent of 30 µM serotonin response | activation, % at 7.6 µM | AID 624169 | P35363 | actives 0.66% (n = 360,000);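 active means activation above a run cutoff, the mean activation of all tested compounds plus 3 SD, cut at about 14% in these data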;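 further: 0% = plate median of compound wells and 100% = 30 µM serotonin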
Target sequence (P35363 whole entry, looked up): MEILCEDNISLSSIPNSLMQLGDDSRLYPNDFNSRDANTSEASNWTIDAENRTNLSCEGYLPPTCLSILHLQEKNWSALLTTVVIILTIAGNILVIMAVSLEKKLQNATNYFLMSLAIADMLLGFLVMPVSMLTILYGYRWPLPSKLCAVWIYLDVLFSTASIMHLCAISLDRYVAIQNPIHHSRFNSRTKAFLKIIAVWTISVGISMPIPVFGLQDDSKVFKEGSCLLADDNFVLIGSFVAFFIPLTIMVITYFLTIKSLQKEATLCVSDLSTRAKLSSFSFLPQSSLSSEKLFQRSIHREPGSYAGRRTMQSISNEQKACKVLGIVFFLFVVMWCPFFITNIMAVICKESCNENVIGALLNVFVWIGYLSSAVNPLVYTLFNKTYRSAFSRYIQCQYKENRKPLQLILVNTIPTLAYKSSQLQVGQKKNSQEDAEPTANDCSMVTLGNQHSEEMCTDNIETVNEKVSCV
PDI inh: blocks human protein disulfide isomerase activity | actives 0.052% (n = 350,000) | P07237 | PDI insulin aggregation turbidity, A650, 90 min | inhibition, % at 10 µM;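 active means mean inhibition across replicates of 30% or more, whatever share of single replicates reach that level; inconclusive means mean inhibition below 30% while every single replicate reaches 30%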;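 further: absorbance from insulin aggregation driven by PDI reduction with DTT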
MC4R ag barr: agonists of human melanocortin 4 receptor (MC4R) beta-arrestin | activation, % at 8.9 µM | U2OS MC4R beta-arrestin complementation, luminescence; percent of melanotan II response, DMSO zero | actives 0.98% (n = 360,000) | P32245;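 active means activation above a per-plate cutoff, the mean activation of sample wells on that plate plus 3 SD, cut at about 8% in these data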
Target sequence (P32245 whole entry, looked up): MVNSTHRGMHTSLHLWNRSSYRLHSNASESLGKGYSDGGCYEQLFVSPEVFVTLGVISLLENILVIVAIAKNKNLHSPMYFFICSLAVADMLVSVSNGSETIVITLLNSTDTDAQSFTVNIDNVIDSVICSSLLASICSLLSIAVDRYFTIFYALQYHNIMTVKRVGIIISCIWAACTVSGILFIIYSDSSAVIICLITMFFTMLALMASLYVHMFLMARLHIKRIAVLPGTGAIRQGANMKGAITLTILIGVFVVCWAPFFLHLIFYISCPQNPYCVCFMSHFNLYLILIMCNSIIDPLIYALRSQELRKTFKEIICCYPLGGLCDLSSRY
CaV13 FRET inh: Primary screen for inhibitors of IQ motif and Ca2+-dependent inactivation inhibitor domain binding in CACNA1D, Förster resonance energy transfer in living cells, …; actives 0.098% (n = 340,000); HEK cells, CFP/YFP FRET ICDI-IQ, plate reader, 10 min; percent FRET-ratio fall versus neutral wells; AID 743397; inhibition, % at 12.3 µM;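 active means mean replicate inhibition of at least 30% and at least 1% of replicates passing that level; inconclusive means only one of the two criteria is met; inactive means neither criterion is met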;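 further: 0% = median of the neutral control wells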
MC4R antagonist: human MC4R antagonism in cAMP assay. P32245. MC4R-expressing cells, MTII-stimulated cAMP, LANCE TR-FRET. inhibition, % at 6.5 µM. actives 0.48% (n = 360,000);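 active means inhibition above its plate's cutoff, the mean of tested wells on that plate plus 3 SD, cut at about 29% in these data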;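 further: 0% = Melanotan II alone and 100% = Melanotan II plus saturating MCL0020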
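System – human MC4R-expressing U2OS cells · Also added – Melanotan II · Dosing – one concentration, 6.5 µM nominal · Timing – 30-min compound, 1-h challenge, 1-h detection, room temperature · Measured by – Eu-cAMP/anti-cAMP TR-FRET, emission 671 nm · Replicates – singlicate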
ABCB6 inh MLPCN: blocks the human ABCB6 transporter; actives 0.19% (n = 360,000); AID 602162; K562-ABCB6 porphyrin accumulation, flow cytometry, 1 h; stronger effect = lower value; fluorescence ratio to DMSO, % at 10 µM; Q9NP58;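 active means fluorescence ratio to DMSO below 75%, the collection mean minus 3 SD; inconclusive means too few cells collected in the well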;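 further: signal is porphyrin accumulated inside mitochondria; 100% equals median channel fluorescence of DMSO control wells; lower ratio means ABCB6 inhibition with less porphyrin fluorescence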
Cardio protect: myocardial damage modulation in H9c2 cells | H9c2 cardiomyocytes, H2O2 injury protection, ATPLite, 2 h | protection from H2O2 cell death, % at 20 µM | actives 0.63% (n = 360,000) | AID 588492;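 active means compounds giving at least 50% protection of heart cells from peroxide-induced death in the single-dose screen, raw or plate-pattern-corrected value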;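 further: 0% = DMSO wells with peroxide and 100% = DMSO wells without peroxide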
ABHD5 PLIN5 PPI: ABHD5-PLIN5 protein interaction inhibition; Q00G26+Q8WTS1; Split G. princeps luciferase complementation, luminescence, 4 h; inhibition, % at 4 µM; actives 0.78% (n = 360,000);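 active means inhibition above the mean inhibition across every tested compound plus 3 SD, cut at about 22% in these data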;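 further: 0% = DMSO only wells and the 100% control is not disclosed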
Granule exo inh: lytic granule exocytosis inhibition | TALL-104 LAMP-1 surface exposure, flow cytometry; cells stimulated with thapsigargin and PMA | actives 0.66% (n = 360,000) | inhibition, % at 10 µM;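 active means inhibition above about 55%, limit read from the data; inconclusive means no clear call, values can overlap the other calls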
Glyco luc inh: N-linked glycosylation inhibition; D54 ERlucT glycosylation luciferase reporter, 24 h; percent of 100 nM tunicamycin response; reporter increase, % at 12.5 µM; actives 0.23% (n = 360,000);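 active means mean luciferase reporter signal, scaled so untreated is 0 and the glycosylation-blocking control 100, at or above a set limit in every replicate; inconclusive means mean reaches the limit but not every replicate does; inactive means mean below the limit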;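 further: luciferase carries N-glycosylation sites so blocking glycosylation raises the light; 0% = median of neutral control wells and 100% = median of 100 nM tunicamycin wells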
* hit, by the source's call; ? = inconclusive; nt = not tested or not shown.

SMILES	m5-HT2A agonist	PDI inh	MC4R ag barr	CaV13 FRET inh	MC4R antagonist	ABCB6 inh MLPCN	Cardio protect	ABHD5 PLIN5 PPI	Granule exo inh	Glyco luc inh
Cc1c(C(=O)c2ccccc2C(=O)O)sc2ccccc12	5	24	-1.4	-7	15	97	4	-2	-11	1
Cc1ccc(OCc2nnc(SCC(=O)c3ccccc3)n2-c2ccccc2)cc1	-2	2	2.1	-3	10	96	-9	-1	2	-4
COCCn1c(=O)c2ccccc2c2ccccc2c1=O	2	11	-1.8	-2	3	102	3	6	-2	0
CC1CCN(C(=O)CN2C(=O)c3cccc4cccc(c34)C2=O)CC1	0	3	-3.6	6	12	99	9	2	0	1
CN(CCO)C(=O)c1nc[nH]c1C(=O)N(C)Cc1ccccc1	3	nt	nt	-5	nt	109	-3	-12	3	2
COc1ccc(C)cc1NC(=O)C1CCCN1S(=O)(=O)c1ccc2c(c1)CCC(=O)N2 (configuration not stated)	10	nt	-0.4	-4	15	106	-10	-1	-2	0
Cc1cc(=O)oc2c3c(cc(OCC(=O)NCCC(=O)N[C@@H](C)C(=O)O)c12)OC(C)(C)CC3	8	4	0.5	-4	-7	92	-4	4	-1	0
CCO[C@H]1OC(C(=O)O)=C[C@@H](c2ccc3c(c2)OCO3)[C@@H]1CCCO	2	-9	-1.2	-5	2	97	14	7	3	3
CCc1cc2c(SC(C)C(=O)NC3CCCC3)ncnc2s1 (configuration not stated)	2	-3	-0.2	-10	-6	98	-8	-3	6	1
C=CCN(CC=C)C(=O)COC(=O)c1ccc(Sc2ncn[nH]2)c([N+](=O)[O-])c1	5	10	-1.0	0	5	97	-3	-6	-2	-1
CCOc1ccccc1NC(=O)c1ccccc1-c1nc(-c2ccccc2)no1	4	-7	1.8	-5	0	99	-1	2	10	1
O=C(COC(=O)CCN=C1NS(=O)(=O)c2ccccc21)NNC(=O)c1ccc(Cl)cc1	-6	-53	-2.3	-3	4	94	6	7	-5	1
CN(CC(=O)NCCN1CCN(Cc2ccccc2)CC1)S(=O)(=O)c1cccc2nsnc12	-3	5	-1.2	nt	0	95	-1	-2	-1	-1
O=C(COc1ncnc2scc(-c3ccc(Cl)cc3)c12)NCc1ccco1	1	8	-0.8	-2	12	101	2	5	-1	0
Cc1cc(C)c(C)c(S(=O)(=O)N2CCN(CC(=O)NC(=O)NCc3ccccc3)CC2)c1C	8	21	0.7	0	2	100	-9	0	3	-3
CN1CCCN(S(=O)(=O)c2ccccc2)c2nc3ccccc3nc21	-2	2	1.1	-6	6	116	-2	6	0	1
CSc1ccc(OC2(C)CCN(Cc3ccc(-c4ccccn4)cc3)C2)cc1 (configuration not stated)	7	2	3.6	-4	3	94	-14	1	-5	-6
N#Cc1c(NC(=O)CSc2n[nH]c(N)n2)oc(-c2ccccc2)c1-c1ccccc1	1	5	-1.1	-2	-6	97	0	3	0	1
Cc1cc(NC(=O)C2CC(c3ccccc3Cl)=NO2)no1 (configuration not stated)	-1	-7	0.8	-4	7	97	20	1	-3	-1
Cc1cccc(NC(=O)COc2cccc3c2CCN(C)C3=O)c1C	3	-1	0.1	-6	-1	95	-4	-3	-6	-1
CC(=O)NC1CC2CCCC(C1)N2C(=O)Nc1ccccc1C (configuration not stated)	4	-6	0.2	8	1	101	2	0	-2	0
COc1ccc(N2CCN(C(=O)c3ccc(C(C)(C)C)cc3)CC2)cc1	-1	12	4.2	0	-4	98	-10	5	3	1
O=C(Cn1cc([N+](=O)[O-])cn1)N1CCCc2ccccc21	-5	11	0.0	1	-1	99	0	-3	0	1
Cc1nn(CC(=O)Nc2ccc3c(c2)OCO3)c(C)c1Cl	-1	3	-2.5	-7	-3	103	3	0	8	3
Oc1ccc2n[nH]nc2c1	2	-2	-2.2	-19	16	99	-1	0	-2	-2
O=C(Nc1ccc(Cl)cn1)Nc1cccs1	10	-5	0.1	-6	1	92	5	-5	-2	2
CC1=NN(c2ccccc2)C(=O)/C1=C/c1cccc(C)c1	-2	-9	-0.6	-3	9	88	-2	-21	-16	0
CC(C)(C)NS(=O)(=O)c1ccc(NC(=O)C2CCCO2)cc1 (configuration not stated)	-3	-8	1.3	-1	0	98	-6	-2	1	0
Cc1ccc2c(C)c(C(=O)NCC(C)(C)N3CCOCC3)oc2c1C	2	15	0.6	-2	6	97	0	-8	-10	-1
Cc1nc(NC(=O)/C=C/c2ccccc2)sc1C(=O)Nc1ccccc1Cl	6	-9	0.0	-4	14	98	1	7	-7	-3

Structures from the list above that contain an aryl methoxy group (2):
SMILES	m5-HT2A agonist	PDI inh	MC4R ag barr	CaV13 FRET inh	MC4R antagonist	ABCB6 inh MLPCN	Cardio protect	ABHD5 PLIN5 PPI	Granule exo inh	Glyco luc inh
COc1ccc(C)cc1NC(=O)C1CCCN1S(=O)(=O)c1ccc2c(c1)CCC(=O)N2 (configuration not stated)	10	nt	-0.4	-4	15	106	-10	-1	-2	0
COc1ccc(N2CCN(C(=O)c3ccc(C(C)(C)C)cc3)CC2)cc1	-1	12	4.2	0	-4	98	-10	5	3	1

More structures follow.
SMILES	m5-HT2A agonist	PDI inh	MC4R ag barr	CaV13 FRET inh	MC4R antagonist	ABCB6 inh MLPCN	Cardio protect	ABHD5 PLIN5 PPI	Granule exo inh	Glyco luc inh
Cc1ccc(NC(=O)C(=O)NCCN2CCN(S(C)(=O)=O)CC2)cc1C	-2	0	-3.6	-4	-3	167	-2	-3	-2	1
COc1ccc(C(c2nnnn2CC2CCCO2)N2CCN(c3ccccc3)CC2)cc1 (configuration not stated)	-7	-3	-1.0	nt	6	102	-1	9	-4	-1
Cc1cccc(C)c1NC(=O)c1ccc(OCc2c(C)noc2C)cc1	1	0	-1.1	-5	4	99	-1	-3	-2	8
O=C(c1ccccc1F)N1CCN(c2ccccc2)CC1	-2	8	-0.3	-7	2	105	-1	1	-3	0
Clc1ccc(-c2nnc(-c3ccccc3)nc2N2CCSCC2)cc1	-9	-2	-1.8	-4	15	102	-2	-11	0	-2
COC(=O)C1NN=C(C(=O)c2ccc(Br)cc2)C1c1cccc(Br)c1 (configuration not stated)	-2	-13	-1.2	-2	-5	95	-16	-7	-3	-1
CCCCCCCSc1nnc(-c2ccccc2N)c(=O)[nH]1	-5	-6	-0.1	-12	15	99	-7	2	-5	0
CC(C)C(=O)N=C1NC(=O)CS1	1	-5	-0.5	6	7	101	4	-16	2	4
COc1ccccc1C(=O)N(CCN(C)C)c1nc2cc(C)cc(C)c2s1	-10	-1	0.6	5	4	95	6	9	10	-3
Cc1ccc(NC(=O)CSc2nc(O)cc(=O)n2-c2ccc(C)cc2)cc1	-2	-7	-2.9	-4	2	87	0	-6	1	1
COc1ccc(OCc2nnc(SCC(=O)NCc3ccco3)o2)cc1	10	3	-2.3	-3	10	100	-2	-1	4	9
COc1ccc(/C=C/CN2CCC(CO)(Cc3ccccc3Cl)CC2)cc1	-9	5	1.2	-4	-1	99	-3	9	16	-2
S=c1[nH]nc(-c2ccc3ccccc3n2)n1-c1cc(Cl)cc(Cl)c1	2	-1	4.2	-17	32*	103	-7	-5	36	2
Cc1ccc(C(=O)Nc2cc3c(cc2Cl)OCCCO3)cc1	2	-2	-0.2	nt	5	100	-7	-2	-4	-4
Cc1cc(OCc2nc(-c3ccc(NC(=O)c4cccnc4)cc3)no2)ccc1Cl	-4	-3	0.1	-9	4	99	-6	2	4	1
CC1C(=O)N2CCCc3cc(NC(=O)COc4ccccc4)cc1c32 (configuration not stated)	1	-4	-0.9	-5	0	92	6	-4	-19	7
O=C(O)c1ccc(Nc2ncnc3c2cnn3Cc2ccccc2)cc1	7	2	4.1	-5	2	98	5	6	-3	2
CCOC(=O)c1sc(NC(=O)CCN2C(=O)c3cccc([N+](=O)[O-])c3C2=O)c(C(=O)OCC)c1C	5	-2	1.7	-8	24	91	2	1	-1	2
COc1ccc(-c2ccc3nnc(SCC(N)=O)n3n2)cc1	2	2	-0.3	-2	5	97	-3	-2	0	1
COC(=O)Cn1c(=O)c2c(nc3n2CC(C)CN3c2ccc(C)c(C)c2)n(C)c1=O (configuration not stated)	1	2	-1.8	-6	11	103	16	4	-4	2
COC(=O)Cn1cc(/C=N/NC(=O)c2ccc(C#N)cc2F)c2ccccc21	-3	1	-1.7	-5	1	96	7	0	0	0
O=C(c1ccc(Cl)c(Cl)c1)N1CCC(=O)N([C@H](COCc2cccc(C(F)(F)F)c2)Cc2ccccc2)CC1	1	nt	nt	-7	nt	96	nt	-6	8	nt
Cc1ccc(CN(C(=O)Cc2cccs2)C(C(=O)NC2CCCC2)c2ccncc2)cc1 (configuration not stated)	-4	13	-0.5	-3	1	97	-2	-1	-1	0
COc1ccc(C(=O)CSc2nnc(CNC(=O)c3ccc(S(=O)(=O)N(C)C)cc3)o2)cc1	3	-3	-0.3	-7	11	99	-3	-2	-4	1
Cc1cccc(N(CC(=O)NCc2ccco2)C(=O)CCC(=O)Nc2nccs2)c1	-2	-2	-1.5	-5	3	105	7	-6	-2	1
CC1CCN(S(=O)(=O)N2CCC(C(=O)N3CCC(N(C)CC4CCCO4)CC3)CC2)CC1 (configuration not stated)	4	nt	-1.5	18	-12	101	6	4	3	2
CCOC(=O)Cc1csc(N/C(=N/S(=O)(=O)c2cc(Br)ccc2OCC)c2ccccc2)n1	8	5	-0.8	-3	7	98	8	6	-8	-1
O=c1[nH]c(=O)n(Cc2ccco2)c2c1C(C(F)(F)F)(C(F)(F)F)N=C(C1CCCCC1)N2	0	-3	0.5	-10	1	92	2	-8	-2	2
COc1ccc(OC(=O)c2ccc(OC)c(S(=O)(=O)N3CCOCC3)c2)cc1	0	-16	-3.2	nt	9	93	10	6	-2	1
Cc1ccc(C(=O)OCC(=O)NC(=O)c2ccccc2)o1	10	-1	-1.4	-7	-2	98	10	0	0	2
CC1=NN(C(=O)c2ccc(Cn3cc([N+](=O)[O-])cn3)cc2)C(O)(C(F)(F)F)C1 (configuration not stated)	-3	-2	-1.1	-3	-2	93	9	1	11	1
C=CCN1C2CCCC1CC(NC(=S)Nc1cccc(OC)c1)C2 (configuration not stated)	-3	-2	-3.8	5	0	100	-8	2	-4	0
CCOC(=O)c1c(C)[nH]c(C)c1C(=O)CSc1nc(N)cc(N)n1	-1	5	-0.9	nt	1	97	7	-3	-1	0
CN1C(=O)c2ccc(C(=O)NCc3ccccc3)cc2C1=O	-1	-4	-3.2	nt	2	95	4	-1	-3	5
Cc1ccc(NC(=O)C2CC2c2ccccc2)cc1 (configuration not stated)	-8	0	0.0	-4	0	94	-7	-6	2	-4
c1ccc(-n2ncc(-c3nn[nH]n3)n2)cc1	4	4	0.1	-4	0	105	5	7	5	3
Cc1ccccc1NCc1ccccc1O	-5	?	0.1	nt	3	108	-27	1	-8	1
Cc1ccccc1CNC(=O)c1ccccc1C	-3	-8	0.8	nt	5	93	-6	2	-2	0
COc1cccc(CNC(=O)CCC2CCCN(Cc3ccc(OC(F)F)cc3)C2)c1 (configuration not stated)	-3	-1	1.0	-3	9	92	-6	1	-1	-2
